Bioassay records: PubChem, The Scripps Research Institute Molecular Screening Center
M1 PAM – positive allosteric modulators of human M1 muscarinic receptor; P11229; CHO-K1 hM1, Fluo-8 calcium fluorescence, ACh EC20; 0% = ACh EC20, 100% = maximal ACh; activation, % at 3 µM; 0.088% of 360,000 active; AID 588819; in the data active = activation above about 19%, passing the limit was not always enough
Target sequence (P11229 whole entry, looked up): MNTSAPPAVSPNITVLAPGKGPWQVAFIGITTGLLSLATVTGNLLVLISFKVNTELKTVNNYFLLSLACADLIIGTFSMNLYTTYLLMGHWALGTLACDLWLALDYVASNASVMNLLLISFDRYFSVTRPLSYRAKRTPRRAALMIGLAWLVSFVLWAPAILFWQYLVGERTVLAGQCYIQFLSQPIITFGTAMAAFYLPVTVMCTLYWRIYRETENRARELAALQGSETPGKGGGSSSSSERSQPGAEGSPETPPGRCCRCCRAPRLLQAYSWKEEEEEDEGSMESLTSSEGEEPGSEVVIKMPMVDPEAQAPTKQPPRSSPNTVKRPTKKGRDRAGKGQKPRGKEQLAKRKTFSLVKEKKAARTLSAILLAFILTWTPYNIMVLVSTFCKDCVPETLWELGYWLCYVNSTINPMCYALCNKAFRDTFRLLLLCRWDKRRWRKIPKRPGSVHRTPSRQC
CHO parental Ca – counter-screen for OX1R antagonists: effect in parental CHO cells. parental CHO-K1, ATP-induced calcium, Fluo-8 fluorescence. inhibition, % at 5.6 µM. 0.63% of 330,000 active;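 active = inhibition above that plate's mean sample inhibition plus 3 SD, cut at about 26% in these data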;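 also: 0% = ATP-challenged DMSO wells and 100% = DMSO wells without ATP; some compounds past the cut are filed as inactive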
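Material – parental CHO cells · Reagent – ATP stimulus · Compound – single nominal dose of 5.6 µM per compound · Detection – Fluo-8 fluorescence · Read-out basis – percent inhibition of calcium signal · Controls – ATP-challenged DMSO wells low, unchallenged DMSO wells high · Repeats – no replicates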
TAAR1 antag – human TAAR1 antagonism | CHO RD-HGA16 TAAR1, Fluo-8 calcium fluorescence, antagonist | inhibition, % at 3 µM | 1.5% of 360,000 active | AID 624466;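 active = inhibition above a per-plate cutoff, the mean inhibition of test compounds on that plate plus 3 SD, cut at about 49% in these data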;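 also: 0% = DMSO plus EC80 beta-PEA response and 100% = DMSO alone without agonist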
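Test system – hTAAR1-expressing CHO RD-HGA16 cells, Gα16-coupled · Reagent – β-PEA at EC80 concentration, post-compound challenge · Compound dosing – 3 µM, single point · Timing – 140 s kinetic read after compound, 140 s after agonist · Detection – Fluo-8 intracellular calcium dye fluorescence, real-time kinetic reads · Control set – DMSO and EC80 PEA controls · Repeats – n of 1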
V1R ag counter – V1a receptor agonism, counter-screen for OXTR agonists | activation, % at 3 µM | 0.25% of 320,000 active | CHO-V1R cells, Fluo-8 calcium fluorescence, agonist mode; 0% DMSO, 100% 3 nM vasopressin | P37288 | AID 2797;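 active = activation above the mean activation of all tested compounds plus 3 SD, per screening run, cut at about 20% in these data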;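 also: signal is peak over basal fluorescence ratio across a 100 second FLIPR read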
M1 antag – antagonists of human M1 muscarinic receptor. P11229. CHO-K1 hM1, Fluo-8 calcium fluorescence, ACh EC80 antagonist. inhibition, % at 3 µM. 1.3% of 360,000 active. AID 588852;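 active = percent inhibition above its own plate's cutoff, namely the mean of that plate's compound wells plus 3 SD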;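 also: peak over basal fluorescence ratio during 140 s after agonist addition; 0% = ACh EC80 plus DMSO and 100% = DMSO alone without agonist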
OXTR potentiator – human OXTR potentiation. 0.061% of 320,000 active. CHO-OTR cells, Fluo-8 calcium fluorescence, potentiator mode; 0% = oxytocin EC15, 100% = EC100. activation, % at 3 µM;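 active = activation above that plate's cutoff, the mean activation of tested compounds plus 3 SD, cut at about 6.6% in these data, passing the limit was not always enough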;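 also: 100% uses oxytocin at 75 nM as the full agonist control; some results filed as inactive read as strong as hits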
Target sequence (P30559 whole entry, looked up): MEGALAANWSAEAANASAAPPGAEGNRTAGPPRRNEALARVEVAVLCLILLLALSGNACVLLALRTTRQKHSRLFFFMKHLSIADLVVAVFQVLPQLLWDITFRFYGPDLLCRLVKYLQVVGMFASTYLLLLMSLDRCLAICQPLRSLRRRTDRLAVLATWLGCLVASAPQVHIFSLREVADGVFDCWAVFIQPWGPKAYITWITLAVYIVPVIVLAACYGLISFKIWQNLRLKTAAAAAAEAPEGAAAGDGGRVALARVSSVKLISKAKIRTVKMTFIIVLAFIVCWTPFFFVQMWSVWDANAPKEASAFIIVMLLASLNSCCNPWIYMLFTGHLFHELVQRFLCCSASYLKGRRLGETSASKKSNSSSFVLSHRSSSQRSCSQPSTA
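assay system = CHO-OTR cells, human receptor | schedule = compound 6 min at room temperature before oxytocin, 100 s read | detection = Fluo-8 intracellular calcium fluorescence, ex 470-495, em 515-575 nm | evaluation = normalized max/min fluorescence ratio, % activation | control set = EC15 oxytocin alone as 0%, 75 nM oxytocin (EC100) as 100%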
M1 ag – human M1 muscarinic receptor agonism; P11229; CHO-K1 hM1, Fluo-8 calcium fluorescence, agonist mode; 0% DMSO, 100% acetylcholine EC100; activation, % at 3 µM; 0.33% of 360,000 active; AID 588814;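 active = activation above the run's mean compound activation plus 3 SD, cut at about 16% in these data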;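 also: peak over basal fluorescence ratio within a 140 s kinetic read after compound addition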
OXTR ag – agonists of human oxytocin receptor | activation, % at 3 µM | CHO-OTR cells, Fluo-8 calcium fluorescence; normalized: DMSO 0%, oxytocin 100% | 0.32% of 320,000 active;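 active = activation above the mean of all tested compounds plus 3 SD, cutoff set per screening run, cut at about 20% in these data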;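 also: peak over basal fluorescence ratio from a 100 s FLIPR kinetic read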
TAAR1 agonist – agonists of human TAAR1; 0.99% of 360,000 active; CHO RD-HGA16 TAAR1, Fluo-8 calcium fluorescence; vehicle wells 0%, saturating PEA agonist 100%; Q96RJ0; activation, % at 3 µM;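 active = activation above the mean activation of all test compounds in the run plus 3 SD, cut at about 38% in these data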
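Assay system: CHO-derived RD-HGA16 cells with stable Gα16 and human TAAR1; timing: 17-24 h seeding, 75 min 37 °C dye, 30 min RT; read-out: % activation from peak over basal fluorescence ratio, DMSO-to-PEA scaled; measured by: kinetic Fluo-8 calcium fluorescence; benchmarks: low control DMSO, high control PEA (EC100); doses: 3 µM single concentration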
An asterisk follows results filed as active; . = no result given.

The opening 2 records as a preview:
no.	SMILES	M1 PAM	CHO parental Ca	TAAR1 antag	V1R ag counter	M1 antag	OXTR potentiator	M1 ag	OXTR ag	TAAR1 agonist
1	Cc1onc(-c2c(Cl)cccc2Cl)c1C(=O)NC(C)(C)CO	4.9	-4.3	-4.5	1.0	-2.4	-8.8	-1.1	-0.1	0.6
2	CCc1ccc(NC(=O)COC(=O)CC2CCCC2)cc1	6.6	-8.0	-11.4	-0.9	-8.2	-2.1	-4.3	-1.4	1.0

The whole of this part, previewed entries included:
no.	SMILES	M1 PAM	CHO parental Ca	TAAR1 antag	V1R ag counter	M1 antag	OXTR potentiator	M1 ag	OXTR ag	TAAR1 agonist
1	Cc1onc(-c2c(Cl)cccc2Cl)c1C(=O)NC(C)(C)CO	4.9	-4.3	-4.5	1.0	-2.4	-8.8	-1.1	-0.1	0.6
2	CCc1ccc(NC(=O)COC(=O)CC2CCCC2)cc1	6.6	-8.0	-11.4	-0.9	-8.2	-2.1	-4.3	-1.4	1.0
3	Cc1ccc(C(=O)Nc2ccc3c(c2)C(=O)N(C)C3=O)c(C)c1	9.7	-9.0	11.9	0.4	-2.0	-1.7	-4.6	-1.6	-1.6
4	CCOc1ccccc1N1CCN(C(=O)CCNS(=O)(=O)c2ccccc2F)CC1	8.3	-27.5	1.2	-0.6	-6.5	5.2	-2.9	-0.7	2.6
5	CCOc1ccc(OCC)c(NC(=O)C2CCCN(C(=O)c3ccc(Cl)cc3)C2)c1 (stereo not drawn)	11.8	-27.7	-25.4	-0.6	-11.7	7.5	-6.2	-2.4	-0.8
6	CCOC(=O)C1CCN(C(=O)c2cc3cc(C)ccc3[nH]2)CC1	15.2	-0.1	7.1	6.6	-23.3	-6.4	-0.8	-1.3	5.5
7	O=C1CNC(=S)N1c1nc2ccccc2s1	5.7	2.5	9.2	0.8	-10.9	-1.3	-2.5	0.6	1.6
8	Cc1ccc(S(=O)(=O)c2nc(NC3CCS(=O)(=O)C3)sc2Cl)cc1 (stereo not drawn)	1.4	-19.1	-14.0	0.6	-24.0	-5.2	-4.0	-0.2	5.4
9	CC(O)CN(CC(C)O)c1ccc2c(c1)Cc1cc([N+](=O)[O-])ccc1-2 (stereo not drawn)	-29.5	.	79.3*	.	70.7*	.	133.7*	.	92.9*
10	Cc1cc(C)n2cc(CSCc3ccco3)nc2n1	3.1	1.6	8.9	3.5	1.1	-13.9	-1.9	0.5	16.4

Record cards, from the list above. Values in the order: M1 PAM, CHO parental Ca, TAAR1 antag, V1R ag counter, M1 antag, OXTR potentiator, M1 ag, OXTR ag, TAAR1 agonist
CCOC(=O)C1CCN(C(=O)c2cc3cc(C)ccc3[nH]2)CC1 as listed: 15.2, -0.1, 7.1, 6.6, -23.3, -6.4, -0.8, -1.3, 5.5
Cc1cc(C)n2cc(CSCc3ccco3)nc2n1 as listed: 3.1, 1.6, 8.9, 3.5, 1.1, -13.9, -1.9, 0.5, 16.4
CC(O)CN(CC(C)O)c1ccc2c(c1)Cc1cc([N+](=O)[O-])ccc1-2 (stereo not drawn) as listed: -29.5, ., 79.3*, ., 70.7*, ., 133.7*, ., 92.9*

Next section
no.	SMILES	M1 PAM	CHO parental Ca	TAAR1 antag	V1R ag counter	M1 antag	OXTR potentiator	M1 ag	OXTR ag	TAAR1 agonist
11	Nc1cc(C(=O)OCC(=O)NCCNC(=O)COC(=O)c2ccc(Cl)c(N)c2)ccc1Cl	-0.5	-26.5	-0.7	-0.7	6.8	-11.1	-6.6	-0.2	1.4
12	COc1ccccc1NS(=O)(=O)c1cccc(NC(=O)Cc2cccs2)c1	13.1	6.1	-4.8	6.5	6.3	-13.4	-2.4	3.5	10.3
13	C=CCNC(=O)c1cc(-c2ccncc2)nc2c(C)cc(C)cc12	-3.9	-16.4	17.4	0.9	4.5	-1.9	-1.4	-0.9	3.2
14	O=C(c1cnn(C(=O)CN2CCCC2=O)c1)c1ccccc1O	-8.5	2.7	45.8	2.1	23.8	-1.2	-3.0	0.1	22.4
15	CCN(CC(=O)Nc1ccccc1C(F)(F)F)CC(=O)NC1CC1	3.6	-15.5	3.5	-0.3	-5.9	-6.0	-1.3	0.3	1.1
16	Cc1ccc2c(C(=O)CNc3nncs3)c(C)[nH]c2c1	3.5	-14.8	-20.1	0.5	-5.0	4.0	-4.7	2.1	4.5
17	CCOc1cccc2cc(C(=O)N3CCOCC3)c(=O)oc12	5.3	-5.5	-23.1	-0.3	-6.8	5.6	-1.5	0.5	1.4
18	Cc1cc(OCC(=O)Nc2ccccc2C)no1	4.3	2.4	0.2	1.0	4.7	-9.8	-5.7	0.8	1.3
19	O=C(Nc1ccc(F)cc1F)N1CCCCCC1	13.2	-13.2	-17.5	-0.5	-5.1	-1.5	-2.0	0.0	1.4
20	Cc1cc(C(=O)OCC(=O)NCc2ccc(F)cc2)c2ccccc2n1	8.6	-20.9	7.4	2.5	-3.2	-5.3	-1.9	1.8	-0.7
21	Clc1ccc(Oc2cnns2)cc1Cl	7.1	-15.8	8.0	-0.5	-0.9	-10.1	-4.2	-1.4	14.5
22	Oc1c(/C=N/c2ncn[nH]2)ccc2ccccc12	14.2	-2.1	-5.3	1.1	-17.1	-1.5	-1.1	1.4	14.9
23	CC(NC(=O)C1CCN(C(=O)c2ccc(F)cc2)CC1)c1ccc(S(N)(=O)=O)cc1 (stereo not drawn)	5.0	-13.6	-36.2	0.9	-12.5	-3.4	-4.7	0.9	3.5
24	CC(O)(c1cccnc1)c1nc(-c2cccc3cccnc23)cs1 (stereo not drawn)	5.8	.	-21.0	.	-9.5	.	2.9	.	-0.6
25	CN(C)S(=O)(=O)c1ccc(Cl)c(NC(=O)COC(=O)CNS(=O)(=O)c2c(F)cccc2F)c1	3.0	.	5.3	.	1.4	.	-3.3	.	1.5
26	Cc1ccc(S(=O)(=O)NN)c(C)c1N1CCCC1=O	2.8	14.0	-14.1	0.9	-4.4	-7.2	-2.5	-0.6	1.4
27	CCOC(=O)C1(C)/C(=N/Nc2ccc(S(N)(=O)=O)cc2)C(=O)C(=O)N1c1ccccc1 (stereo not drawn)	5.1	-5.7	-10.0	-0.4	-5.9	3.2	-0.2	0.9	5.8
28	CN1CCN(NC(=O)c2ccc(S(=O)(=O)N3CCCCCC3)cc2)CC1	3.9	-5.3	-20.4	0.3	-2.6	-4.4	-3.1	0.8	1.8
29	Cc1cc(NC(=O)CSc2nc(-c3cccs3)cc(C(F)(F)F)n2)no1	4.4	-7.3	-16.9	-0.2	-1.8	-2.6	-1.3	-0.2	6.9
30	O=C(NCc1ccccc1Cl)C1CCCN(S(=O)(=O)c2cccc3nsnc23)C1 (stereo not drawn)	4.7	-28.8	9.9	2.1	-3.4	-6.0	-9.2	2.2	9.3
31	CCCc1nnc(SCC(=O)NC2CC2)n1CC	9.8	5.3	12.7	0.0	-12.1	-4.2	-4.2	0.9	0.3
32	Cc1cc(NC(=O)Cn2c(=O)c3c(ncn3CC(C)C)n(Cc3ccccc3)c2=O)no1	11.0	-8.4	-12.6	-0.9	-12.0	-14.2	3.8	-2.3	19.7
33	CCc1nnc(NS(=O)(=O)c2ccc(NS(=O)(=O)c3ccccc3[N+](=O)[O-])cc2)s1	4.4	-5.3	-2.5	0.3	-5.8	0.5	-3.5	-0.1	4.0
34	COc1ccc(C(C)(C)C)cc1NC(=O)c1ccc2c(c1)SC1=NS(=O)(=O)CCN12	6.6	-22.9	10.2	0.7	-4.8	-4.4	-9.6	-0.5	0.4
35	CCO[C@@H]1OC(C(=O)N2CCCCCCC2)=C[C@H](c2csc3ccccc23)[C@H]1CCCO	0.7	-4.1	21.5	5.4	1.8	-22.0	0.5	2.4	5.3
36	Cc1nccc(-c2ccc(-n3cnc4ccccc43)cc2)n1	-4.3	2.9	-4.0	0.1	-18.2	-5.7	-0.8	-0.4	8.0
37	O=C(Oc1cccc(/C=N/Nc2nc(Nc3ccccc3)nc(N3CCOCC3)n2)c1)c1ccco1	-7.5	-9.3	46.3	-0.6	16.9	0.6	-5.8	-0.5	4.4
38	CCC(Sc1nc(=O)cc(N)n1-c1cccc(C)c1)C(=O)Nc1cc(C)on1 (stereo not drawn)	10.2	-24.1	-35.9	-0.3	-1.3	-6.7	-0.1	-0.9	3.7
39	CC1CCCCN1CCCNC(=O)c1ccc2c(c1)NC(=O)CN2C (stereo not drawn)	3.7	.	-11.6	.	-6.2	.	-8.2	.	1.6
40	NC(=O)c1ccc[n+](CC(=O)Nc2ccccc2C(=O)O)c1	-0.6	-2.2	5.4	0.6	16.0	-7.0	-0.4	0.4	-1.0
41	O=C(Cn1cnc2c(NCc3ccccc3)ncnc21)NCc1nc2ccccc2[nH]1	4.5	-5.1	-1.3	.	-7.1	.	-2.9	.	2.6
42	Cc1ccc(C)c(C(C)NC(=O)c2ccccc2Br)c1 (stereo not drawn)	1.4	-3.4	-15.9	0.1	-0.7	-4.1	-6.1	-1.7	-1.4
43	COc1cc(OC)nc(NC(=O)NS(=O)(=O)c2ccc(F)cc2)n1	6.0	0.6	-0.7	1.2	3.5	-8.5	-6.2	0.7	12.6
44	CC1(C)Cc2c(sc(NC(=O)c3ccc(C(=O)c4ccccc4)cc3)c2C(N)=O)C(C)(C)N1	-3.1	29.1*	16.6	8.7	5.8	-14.8	-2.4	16.8	46.4*
45	O=C(N/N=C/c1ccncc1)c1sc2ccccc2c1Cl	1.2	-15.6	6.4	0.0	0.3	-7.7	-4.0	-0.3	0.5
46	NS(=O)(=O)c1ccc(CNC(=O)Cc2c(F)cccc2Cl)cc1	7.0	-6.5	8.2	1.4	-4.6	-2.6	-5.6	-0.8	4.6
47	O=C(COc1ccc(Cl)cc1)OCC(=O)N1CCOCC1	1.2	-3.2	-7.0	1.3	1.5	0.3	-2.0	1.5	3.7
48	CCOC(=O)N1CCN(Cc2nc3cc(NC(=O)CC)ccc3n2CC)CC1	-3.4	-13.7	-14.6	1.2	1.8	3.0	-8.1	0.6	10.8
49	O=C(O)c1cccc(NC(CNS(=O)(=O)c2ccc(Cl)cc2)c2ccccc2)c1 (stereo not drawn)	2.1	-25.1	-10.6	1.0	-3.1	1.8	-8.0	0.9	1.6
50	CCOC(=O)N1CCN(C(=O)CSCc2ccccc2C)CC1	3.6	-6.7	-3.5	1.7	-4.2	-4.2	-2.5	1.3	7.6
51	COc1ccc(OC)c(NC(=O)c2ccc(CSc3ncccn3)cc2)c1	-4.1	-18.3	1.7	-1.6	3.7	-5.8	-7.3	-1.9	-0.4
52	COc1ccccc1N1CCN(CC(=O)Nc2ccc3c(c2)OCCO3)CC1	8.8	-11.4	15.1	-0.4	-3.8	-3.5	1.1	-1.5	0.1
